NPSR antagonist – blocks cAMP signaling of the human neuropeptide S receptor | AID 1461 | 220,000 tested, 1% active | Potency, µM (top dose mostly 38.3 µM), inactives show at the highest dose activity change, negative = inhibition, actives largely listed as inhibitors | CHO-NPSR cells, cAMP TR-FRET, antagonist mode | Q6W5P4; also: potency is read from the fitted curve at half-maximal effect; % is scaled to controls: 0 for no effect and ±100 for the full control effect; nearly all actives have a fitted effect of over 50% in size; many of its hits are not listed in these tables
KinaseGlo FLuc – counter-screen: inhibitors of Kinase-Glo firefly luciferase. Q27757. Kinase-Glo luciferase, ATP luminescence, 8 min. Potency, µM (series often up to 38.3 µM), for inactives: at the highest dose activity change, negative = inhibition, usual class: inhibitors. 200,000 tested, 0.28% active. AID 1379; also: potency is read from the fitted curve at half-maximal effect; % is scaled to controls: 0 for no effect and ±100 for the full control effect; nearly all actives have a fitted effect of over 60% in size
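Substrate mix (final 50 mM imidazole pH 7.2, 50 mM KCl, 7 mM MgCl2, 10 uM ATP, 0.01% Tween 20, 0.05% BSA) plus pin-tool compound, then Kinase-Glo detection mix; 8 min ambient, luminescence read.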
HttQ103 aggreg – mutant huntingtin aggregation inhibition | PC12 HttQ103-GFP aggregates, Acumen cytometry, 40 h | Potency, µM (series often up to 46.1 µM), for inactives: at the top dose activity change, negative = inhibition, usual class: inhibitors | 220,000 tested, 1.1% active; also: potency is read from the fitted curve at half-maximal effect; % is scaled to controls: 0 for no effect and ±100 for the full control effect; nearly all actives have a fitted effect of over 60% in size
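Inducible Q103 Huntingtin exon 1–GFP PC12 line, 1500 cells/well in phenol red free DMEM with 5% equine and 5% calf serum. Tebufenozide 100 nM induced expression; compounds titrated; aggregates quantified by cytometry.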
L3MBTL1 block – L3MBTL1 (human) inhibition | Q9Y468 | AlphaScreen L3MBTL1–H3K9me1 peptide binding | Potency, µM (titrated, usually from 57.1 µM), without a hit: top-dose activity, negative = inhibition, usual class: inhibitors | 230,000 tested, 0.66% active; also: potency is read from the fitted curve at half-maximal effect; % is scaled to controls: 0 for no effect and ±100 for the full control effect; nearly all actives have a fitted effect of over 60% in size
Target sequence (Q9Y468 whole entry, looked up): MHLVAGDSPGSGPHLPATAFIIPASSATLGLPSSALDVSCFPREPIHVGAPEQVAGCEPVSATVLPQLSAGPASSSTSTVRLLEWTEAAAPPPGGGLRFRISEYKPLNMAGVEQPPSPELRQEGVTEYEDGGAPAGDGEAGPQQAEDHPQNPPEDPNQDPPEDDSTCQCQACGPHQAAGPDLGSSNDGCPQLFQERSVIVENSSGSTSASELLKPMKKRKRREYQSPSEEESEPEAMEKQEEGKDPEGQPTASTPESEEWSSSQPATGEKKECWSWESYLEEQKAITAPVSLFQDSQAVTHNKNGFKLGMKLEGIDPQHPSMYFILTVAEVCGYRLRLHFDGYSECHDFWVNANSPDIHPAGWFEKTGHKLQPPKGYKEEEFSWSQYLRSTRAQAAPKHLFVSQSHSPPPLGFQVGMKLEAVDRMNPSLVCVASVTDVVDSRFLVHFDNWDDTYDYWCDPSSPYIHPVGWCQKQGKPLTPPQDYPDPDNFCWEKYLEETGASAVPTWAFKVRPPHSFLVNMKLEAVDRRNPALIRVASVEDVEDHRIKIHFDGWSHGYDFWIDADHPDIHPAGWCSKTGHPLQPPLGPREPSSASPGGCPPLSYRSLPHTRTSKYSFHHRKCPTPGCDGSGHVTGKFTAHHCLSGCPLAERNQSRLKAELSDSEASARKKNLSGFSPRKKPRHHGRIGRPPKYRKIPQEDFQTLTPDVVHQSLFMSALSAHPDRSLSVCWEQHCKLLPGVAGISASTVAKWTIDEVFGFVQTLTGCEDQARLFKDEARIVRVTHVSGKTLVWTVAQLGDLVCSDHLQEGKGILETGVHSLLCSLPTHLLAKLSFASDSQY
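L3MBTL1 (50 nM) pre-complexed 30 min with biotinylated H3(1-15)K9me1 peptide (75 nM), then compounds added for 30 min at room temperature; AlphaScreen streptavidin donor/nickel chelate acceptor beads (10 ug/mL final) read after 30 min dark incubation.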
IMPase Li inh – IMPase inhibition in cells with lithium potentiation | CHO-M1 cells, IP1 TR-FRET (IP-One), carbachol + lithium | Potency, µM (highest dose often 59.4 µM), without a hit: at the top dose activity, negative = IMPase inhibition, actives largely listed as inhibitors | 210,000 tested, 0.35% active;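 also: IP1 builds up when IMPase is blocked and the TR-FRET signal falls; potency is read from the fitted curve at half-maximal effect; plate controls were basal vehicle for no effect and high inhibitor control for full effect; nearly all actives have a fitted effect of over 50% in size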
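Test compounds were applied to CHO-M1 cells previously cultured for 16–30 h at 2000 per well. A small lithium amount accompanied them; after 30 min at 37C, IP1 was quantified by TR-FRET.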
Epigenetic reg – epigenetic control regulation, reporter derepression; murine LDR cells, GFP reporter derepression, 30 h; 280,000 tested, 0.2% active; Potency, µM (top dose mostly 53.9 µM), inactives show at the top dose GFP activation, actives largely listed as activators; AID 1865; also: potency is read from the fitted curve at half-maximal effect; % of control where 0% means no effect; nearly all actives have a fitted effect of over 60% in size
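Readout is the number of GFP-expressing murine LDR cells, counted by cytometry following washing. Cells were treated with compound for 30 h at 37 C; the stably integrated CMV-GFP locus is normally silent.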
CBFb-RUNX1 inh – blocks binding between human CBF-beta and RUNX1; Q01196+Q13951; AlphaScreen CBFb-His/RUNX1-biotin binding, biochemical; Potency, µM (titrated, usually from 59.8 µM), inactives show at the top dose activity, negative = inhibition, usual class: inhibitors; 230,000 tested, under 10 active; AID 1477; also: % of control where 0% means no effect
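His-tagged CBF-beta and biotinylated RUNX1 (30 nM each) were premixed 20 min at room temperature, exposed to compound for 15 min, then given nickel-chelate and streptavidin AlphaScreen beads (50 ng each). After 90 min, AlphaScreen signal was read.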
Starred values were filed as active, the others as inactive; ? = inconclusive; . = no result given; & = joins results of further samples; [ ] = dose if it differs, or a comment. Calls follow the shape of the dose curve; as a rule, active = well fitted curve in the direction sought with a large enough effect; inconclusive = small, poorly fitted or top-dose-only effect, or another doubt; inactive = no such curve, though single readings can be large; an effect the other way counts as inactive or inconclusive.

smiles | NPSR antagonist | KinaseGlo FLuc | HttQ103 aggreg | L3MBTL1 block | IMPase Li inh | Epigenetic reg | CBFb-RUNX1 inh
CC(C)c1ccc(C(C(=O)NC2CCCC2)N(C(=O)CNC(=O)c2ccco2)c2cccnc2)cc1 (configuration not stated) | -24%[46.1 µM] | 3% | -14% | 0% | 12% | -1.2% | 11%
Cc1ccc(C(=O)OC(C(=O)Nc2ccc(Cl)cc2C(F)(F)F)c2ccccc2)cc1 (configuration not stated) | -28% | 2% | -13% | 2% | 1% | -3.5% | 3%
COc1ccc(N(C)S(=O)(=O)c2c(C)[nH]c(=O)[nH]c2=O)c(OC)c1 | 9%[46.1 µM] | -1% | 4% | -6% | -12%[38.3 µM] | -0.9% | 2%
Cc1c(C)c2ccc(OCc3ccc(C(=O)O)o3)c(C)c2oc1=O | 5%[46.1 µM] | 0% | 0% | -10% | ? | -1.8% | -4%
O=C(c1ccc(F)cc1)C(CCCCCC(CN1CCOCC1)C(=O)c1ccc(F)cc1)CN1CCOCC1 (configuration not stated) | ? | -4% | -2% | -3% | 21%[38.3 µM] | -3.4% | 5%
CC(C)C(NC(=O)OCc1ccccc1)C(=O)NC1CCCCC1 (configuration not stated) | 5% | -2% | 3% | 8% | 2% | -0.9% | -1%
O=C(N/N=C/C=C/c1ccco1)c1cccc([N+](=O)[O-])c1 | -15% | -1% | -9% | 1% | 8% | 0.0% | -4%
O=C1/C(=C/c2ccc([N+](=O)[O-])cc2)C=C(c2ccccc2)N1c1ccc(O)cc1 | 13µM* | -7% | -9% | . | 22%[38.3 µM] | -1.0% | -17%
CCOC(=O)c1sc2nc(CC(=O)OC)nc(NCC(=O)OC)c2c1C | -4%[46.1 µM] | -1% | 12% | 58%[activator] | 6%[38.3 µM] | 3.2% | -1%
Cc1cc(S(=O)(=O)Nc2ccc3c(c2)n(C)c(=O)n3C)ccc1F | 8% | 3% | -16% | . | 10% | -2.2% | 2%
O=C(C1=C(O)C(=O)N(CCc2ccccc2)C1c1ccncc1)c1cc2ccccc2o1 (configuration not stated) | -47% | -3% | 19%[9.22 µM] | -17% | 4.5µM* | 2.6% | -3%
COC(=O)/C(=C\Nc1ccc(Cl)cc1Cl)NC(=O)c1ccc(Cl)cc1Cl | -21%[46.1 µM] | 2% | -1% | . | -12%[38.3 µM] | 1.3% | 1%
CS(=O)(=O)c1ccc(Cl)c(NC(=O)COC(=O)c2ccc(F)cc2Cl)c1 | -13% | -1% | -13% | -3% | 4% | -1.3% | -2%
Fc1ccc(C(c2nnnn2Cc2cccs2)N2CCN(C3CCCC3)CC2)cc1 (configuration not stated) | -20%[46.1 µM] | 14% | -12% | 10% | 5%[38.3 µM] | -0.4% | 3%
Cc1cc(-c2ccccc2)nc(N2CCC(C(=O)NC(C)C)CC2)n1 | -3%[46.1 µM] | -1% | 5% | 3% | 8%[38.3 µM] | -0.4% | 6%
CCN(C(=O)COC(=O)c1cc(S(=O)(=O)Nc2c(C)n(C)n(-c3ccccc3)c2=O)ccc1Cl)C1CCCCC1 | -35% | -3% | 21% | -8% | 0% | -3.6% | 10%
CN=c1scc(-c2ccccc2F)n1/N=C/c1ccc[nH]1 | 11% | 11µM* | -11% | . | 7% | 15% | 17%
Cc1cccc(CNc2ncnc3ccc(-c4cccc(C#N)c4)cc23)c1 | . | -1% | . | . | -8% | 7.8% | .
CCOC(=O)c1cc2c(=O)n3cccc(C)c3nc2n(CCCOC)c1=NC(=O)c1cccnc1 | -4%[46.1 µM] | -1% | 3% | -10% | -8%[38.3 µM] | 1.1% | -4%
CCN(CC)C(=O)CN(c1ccc(Cl)cc1)S(=O)(=O)c1ccccc1 | -8%[46.1 µM] | -1% | -6% | . | 24%[38.3 µM] | -0.1% | 3%
CCOc1ccc(-c2nc(C#N)c(NCC3CCCO3)o2)cc1 (configuration not stated) | -10%[46.1 µM] | -2% | -6% | . | 22%[38.3 µM] | 0.7% | 1%
Cn1cc(C(=O)Nc2ccc(Cl)cc2)c(C(F)(F)F)n1 | 3% | 0% | -12%[9.22 µM] | 8% | -1% | -1.3% | 2%
N#CCSc1nc2scc(-c3cccs3)c2c(=O)n1CCc1ccccc1 | -13%[46.1 µM] | -3% | -10% | -5% | 10%[38.3 µM] | -1.4% | 2%
Cc1c(C(N)=O)c(-c2ccccc2)nn1-c1ccccc1 | 2% | -2% | -21% | 5% | 2% | -0.9% | -6%
O=C(CNC(=O)c1ccccc1O)N/N=C/c1ccccn1 | -2% | -3% | -16% | 61%[activator] | -2% | 3.3% | -2%

Following part.
smiles | NPSR antagonist | KinaseGlo FLuc | HttQ103 aggreg | L3MBTL1 block | IMPase Li inh | Epigenetic reg | CBFb-RUNX1 inh
COc1ccc(OC)c(NC(=O)c2ccc(-c3cccs3)cc2)c1 | -17% | 0% | -30% | 39%[activator] | 29% | -1.2% | 26%
CS(=O)(=O)N(CC(=O)NCc1ccccc1Cl)c1cccc([N+](=O)[O-])c1 | 11% | 0% | 4% | -9% | 8% | 1.1% | -2%
Cc1ccc(C(c2nnnn2C(C)(C)C)N2CCC(C)CC2)cc1 (configuration not stated) | -24%[46.1 µM] | -3% | 0% | -7% | 21% | 3.5% | 11%
C=CC(C1=CC(=O)C(OC)=C(OC)C1=O)c1ccccc1 (configuration not stated) | . | -6% | . | . | 29% | 0.2% | .
NC(=O)COC(=O)/C=C/c1cccc(Br)c1 | 1% | -2% | -17% | 14% | -8% | -2.6% | -8%
Cc1nnc(NC(=O)CSc2ccc(-c3ccco3)nn2)s1 | 2% | -4% | -16% | . | -17% | -0.1% | ?
OCCC1CN(Cc2ccccc2-c2ccco2)CCN1C1CCCC1 (configuration not stated) | -13% | 1% | -23% | -28% | 27% | -5.6% | 2%
Cc1ccc(CN(CC(=O)NCCc2ccccc2)C(=O)CCCC(=O)Nc2cc(C)on2)cc1 | -6%[46.1 µM] | -3% | -28% | . | 25%[38.3 µM] | -1.0% | 4%
O=S1(=O)C=C(SCc2ccccc2)Nc2ccccc21 | 5%[46.1 µM] | -3% | -10% | 2% | -4%[38.3 µM] | -1.1% | -5%
Cn1cc(CN2CCN(c3ccc(Cl)cn3)CC2)c(-c2ccccc2F)n1 | 20% | 2% | -4% | -9% | 6% | -6.9% | -6%
Cc1ccc(CNc2nc3ccc(C)cc3n3cnnc23)cc1 | -11%[46.1 µM] | -1% | 24% | . | -28%[38.3 µM] | 1.9% | -3%
COCCn1c(SCC(=O)NCc2ccco2)nc2cccnc21 | 6%[46.1 µM] | -7% | 12% | -19% | 7%[38.3 µM] | -0.7% | -11%
Cc1cc(C)c(OCCCCN(C)C)c(Br)c1 | 14% | -3% | 6%[9.22 µM] | -19% | 17% | -0.7%[10.1 µM] | 4%
CCCCCCc1ccc(OCC(=O)O)cc1OCC(=O)O | 3%[46.1 µM] | . | -4% | -9% | . | -5.7% | 4%
C=CCOc1ccc(C=Nc2ccc(OC)cc2)c(O)c1 | -26% | . | 19% | . | 10% | -1.1% | -3%
COCCNC(=O)C1CCN(C(=O)c2cc3sccc3n2Cc2ccc(F)cc2)CC1 | 17% | -2% | -28% | . | 5% | -0.9% | 4%
N#CC12CCCCC1CC1CCCCC1(C#N)N2N (configuration not stated) | -10% | . | -13%[9.22 µM] | 2% | . | -0.2% | 0%
Cc1cc(NCc2ccccc2)nc(N2CCOCC2)n1 | -2%[46.1 µM] | . | -1% | 7% | . | 0.0% | 2%
O=c1cc(CO)oc(C(Nc2ccccn2)c2ccccc2Cl)c1O (configuration not stated) | 28% | 3% | -18% | . | 10% | 1.1% | 3%
CS(=O)(=O)N(CC(=O)N1CCCCCC1)c1cccc(Br)c1 | 6%[46.1 µM] | 0% | -10% | 5% | -5%[38.3 µM] | -0.2% | -1%
CC(OC(=O)c1cccs1)C(=O)NCc1ccco1 (configuration not stated) | -5%[46.1 µM] | 11% | -14% | -7% | -1%[38.3 µM] | 0.4% | -5%
O=C(c1cc(C2CC2)on1)N1CCN(c2ccc(F)cc2)CC1 | ? | 2% | 8% | -16% | 22%[38.3 µM] | -0.8% | 13%
CCSc1nc2ccc(OC)cc2cc1C#N | -23% | 3% | -5% | -2% | -1% | -1.0% | 7%
Cc1cc(S(=O)(=O)NCCN2CCOCC2)c(C)s1 | 0%[46.1 µM] | 0% | -5% | 0% | 19%[38.3 µM] | 1.3% | 13%
CCSc1nnc(NC(=O)C(C)(C)C)s1 | 10%[46.1 µM] | -3% | 5% | -2% | -3%[38.3 µM] | 0.7% | -1%

Later entries
smiles | NPSR antagonist | KinaseGlo FLuc | HttQ103 aggreg | L3MBTL1 block | IMPase Li inh | Epigenetic reg | CBFb-RUNX1 inh
Cc1ccc(SCc2cc(=O)[nH]c(N3CCN(Cc4ccc5c(c4)OCO5)CC3)n2)cc1 | -11%[46.1 µM] | 0% | -2% | . | 15%[38.3 µM] | -1.0% | 5%
Cc1ccc(N2C(=O)[C@@H]3C(c4cccnc4)=NO[C@@H]3C2=O)c(C)c1 | 28% | . | -3%[9.22 µM] | 2% | . | 1.2% | 4%
CCc1ccc(CNC(=O)Cn2nc(-c3ccc(C)cc3)ccc2=O)cc1 | 4% | 0% | 1% | 0% | -7% | -5.2%&4.0% | 11%
OC(Cn1cncn1)c1ccc(Cl)cc1Cl (configuration not stated) | 3%[46.1 µM] | 1% | 15% | -2% | -10%[38.3 µM] | 0.7% | 2%
Cc1ccccc1C1C(C#N)=C2N=C(N)c3ccccc3N2C2=C1C(=O)CCC2 (configuration not stated) | -4% | . | -6%[9.22 µM] | . | . | -0.5% | -14%
Cc1[nH]c2ccccc2c1C(=O)CN1CCC(C)CC1 | 4%[46.1 µM] | 0% | 7% | 2% | 9%[38.3 µM] | -1.1% | 7%
O=C(Cc1csc(N2CCOCC2)n1)N/N=C/c1ccc(F)cc1 | -4%[46.1 µM] | 1% | 16% | . | 26%[38.3 µM] | 0.0% | 2%
CCOC(=O)C(C)Oc1cccc2c(=O)n(CC(=O)NCCc3ccc(OC)c(OC)c3)ccc12 (configuration not stated) | 2% | 11% | -14% | 2% | 3% | 1.4% | 2%[2.36 µM]
COc1ccc(-c2[nH]ncc2/C=N\NS(=O)(=O)c2ccccc2)cc1OC | -3%[46.1 µM] | -3% | -4% | . | 20%[38.3 µM] | -3.1% | -3%
CN1CCc2c(C#N)c(N3CCCCC3)nc(NCc3ccccc3)c2C1 | -6%[46.1 µM] | . | ? | -18% | . | -2.6% | -21%

Screens as filed in PubChem BioAssay.

These rows are one share of the data (hit frequency here may not be typical).
